IMP-1 inhibitor – blocks Pseudomonas aeruginosa IMP-1 metallo-beta-lactamase. AID 1556. purified IMP-1, nitrocefin hydrolysis, epi-absorbance fluorescence. 290,000 tested, 0.45% active. inhibition, % at 5.6 µM;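 active means inhibition above the mean plus 3 SD of all compounds in the same screening run, cut at about 4.5% in these data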;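 further: 0% = IMP-1 with DMSO and 100% = DMSO wells lacking enzyme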
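system = purified recombinant IMP-1 beta-lactamase | amount = 0.2 nM IMP-1, as dispensed | medium = HEPES buffer pH 7.1 with ZnSO4 and Brij 35 | times = 25 °C, 15 min preincubation, 25 min reaction | detection = plate fluorescence quenching by hydrolysis product, ex 480/em 530 nm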
GalR3 antag – antagonists of human GalR3; O60755; AID 651719; inhibition, % at 3 µM; HEK293 GalR3-CNG cAMP membrane potential fluorescence; galR3 body fused to GalR1 C-terminus; 360,000 tested, 0.44% active;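 active means inhibition above the screen-wide average plus 3 SD, cut at about 13% in these data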;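 further: forskolin and galanin both at EC90 stimulate the cells; cAMP rise reported by CNG channel membrane potential dye signal; 0% = forskolin plus galanin with DMSO and 100% = forskolin alone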
p-CIP stab down – lowers stability of the mouse p/CIP coactivator protein; F442A p/CIP-EGFP cells, EGFP fluorescence, 16 h; AID 1984; Q05BA5; decrease of EGFP signal, % at 10 µM; 290,000 tested, 0.01% active;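 active means EGFP signal decrease of at least 30% at 10 µM or well 3 SD below plate mean, unless failing retest; inactive means the rest, including hits failing retest or dose response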; further: some compounds called inactive have numbers as strong as hits; many of its hits are not listed in these tables
CRFR2-BP antag – blocks CRF-induced signaling of the CRF-BP/CRF-R2 complex | inhibition, % at 11.8 µM | HEK293 CRF-R2/CRF-BP, CRF-induced calcium fluorescence | 350,000 tested, 0.59% active;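 active means inhibition of the ligand-induced calcium signal above about 50% at the single tested concentration, limit read from the data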
VIM-2 inhibitor – inhibitors of Pseudomonas aeruginosa VIM-2 metallo-beta-lactamase. purified VIM-2, nitrocefin hydrolysis, epi-absorbance fluorescence. inhibition, % at 5.6 µM. 290,000 tested, 0.89% active. AID 1527;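 active means inhibition above the mean of all tested compounds plus 3 SD, cutoff set per screening run, cut at about 7.5% in these data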;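 further: red hydrolysis product quenches plate fluorescence so inhibitors raise well fluorescence; 0% = enzyme with DMSO and 100% = DMSO without enzyme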
IDE cell inh – cellular human IDE inhibition | P14735 | HEK cells, FAbetaB cleavage, fluorescence polarization | inhibition, % at 5.59 µM | 320,000 tested, 0.41% active | AID 434962;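 active means percent inhibition above the average of all tested compounds plus 3 SD, set per screening campaign, cut at about 16% in these data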;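 further: IDE supplied by intact live HEK cells; FP after avidin binding of uncleaved biotin substrate so inhibition keeps polarization high; 0% = DMSO wells and 100% = 60 µM reference IDE inhibitor Ii1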
SUMO HTRF inh – inhibitors of human SUMOylation (UBC9). AID 2006. inhibition, % at 35 µM. HTRF SUMOylation assay, SAE1/SAE2 + UBC9, in vitro. 290,000 tested, 0.36% active. P63279; in the data active means inhibition above about 50%, passing the limit was not always enough; further: strong numbers were not always called active
HCV NS3 hel inh – blocks Hepatitis C virus NS3 helicase unwinding. NS3 helicase DNA unwinding, Cy5 molecular beacon fluorescence. inhibition, % at 10.9 µM. 290,000 tested, 0.56% active. AID 1800;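 active means inhibition above the mean of all tested compounds plus 3 SD, set per campaign, cut at about 35% in these data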;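 further: 0% = DMSO wells and 100% = thioflavine S control wells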
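Assay system: hepatitis C virus NS3 helicase domain fragment enzyme. Also added: annealed dual-labelled DNA beacon duplex, ATP-started. Timing: 1 h reaction at 25 °C, ATP-initiated. Technique: Cy5 fluorescence at 0 and 60 min, beacon hairpin quenching. Evaluation: % inhibition of unwinding. Replication: one well per compound.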
IDE act – IDE (human) activation, cell-based; activation, % at 5.96 µM; 340,000 tested, 0.073% active; P14735; AID 493087; HEK cells, FAbeta-B cleavage, fluorescence polarization; 0% vehicle, 100% cell-free pure enzyme wells;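 active means activation above the mean of all tested compounds plus 3 SD, set per screening campaign, cut at about 17% in these data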
* hit, by the source's call; . = not tested or not shown.

SMILES	IMP-1 inhibitor	GalR3 antag	p-CIP stab down	CRFR2-BP antag	VIM-2 inhibitor	IDE cell inh	SUMO HTRF inh	HCV NS3 hel inh	IDE act
CC(OC(=O)c1ccc(=O)n(Cc2ccccc2)n1)C(=O)Nc1cccc(Cl)c1 (centres undefined)	.	-5	.	-21	.	-2	.	.	3
O=C(c1ccc(Cn2c(=S)[nH]c3ccc(N4CCOCC4)cc3c2=O)cc1)N1CCC(N2CCCCC2)CC1	-2.1	0	-4	4	-1.2	-5	48	-14	5
COc1ccc(CC(=O)N2CCCc3ccccc32)cc1	2.3	0	-2	5	0.7	7	15	1	1
CCC(CO)Oc1cc(NCc2ccncc2)c2ncn(C(C)C)c2c1 (centres undefined)	.	-2	.	-1	.	1	.	.	-1
COc1ccc(-c2oc3ccc(N4CCOCC4)cc3c2C#CCO)cc1	.	57*	.	4	.	0	.	.	-1
CCc1ccc(NC(=O)C(=O)c2ccccc2NC(C)=O)cc1	.	-5	.	-2	.	3	.	.	-4
O=C(NNc1nc2c(F)cc(F)cc2s1)C1=COCCO1	-5.2	-2	-84	-5	-2.6	4	-8	9	2
COc1ccccc1C(=O)NC1CCN(C(=S)NCCc2ccccc2)CC1	-2.9	-8	-15	-11	-1.4	-2	-12	-7	5
Cc1cc(C(=O)N/N=C/c2c(C)nn(-c3ccccc3)c2Cl)n[nH]1	-5.1	3	-12	4	-2.6	5	-12	3	.
CC(=O)Nc1ccc(NC(=O)CSc2nccn2Cc2ccccc2)cc1	-2.1	-5	-14	-20	0.9	1	13	0	0
Cc1cccn2c(=O)c3cc(C(N)=S)c(=N)n(CCCOC(C)C)c3nc12	-3.3	-3	-20	-16	2.4	8	33	7	1
CC(C)[C@@H](C(=O)N1CCN(C(=O)OC(C)(C)C)CC1)n1cc(CCO)nn1	-1.7	-3	-14	0	-2.7	7	-4	14	-1
Cc1cc(C)c(C(=O)COC(=O)c2cc([N+](=O)[O-])ccc2NCCO)cc1C	-0.9	-1	8	-2	0.0	1	-32	-9	-3
CCn1cc(C(=O)N2CCN(Cc3ccc4c(c3)OCO4)CC2)c2cc(OC)c(OC)cc2c1=O	-3.0	-3	0	-9	-1.7	3	16	-6	-7
CCN1CCN(C(=O)c2ccc(Cn3c(=O)[nH]c4cc(OC)c(OC)cc4c3=O)cc2)CC1	-2.5	-5	-6	10	-2.4	7	14	0	-1

Rewritten as labelled records: entries from further up.
mol: CCC(CO)Oc1cc(NCc2ccncc2)c2ncn(C(C)C)c2c1 (centres undefined)
  IMP-1 inhibitor: . | GalR3 antag: -2 | p-CIP stab down: . | CRFR2-BP antag: -1 | VIM-2 inhibitor: . | IDE cell inh: 1 | SUMO HTRF inh: . | HCV NS3 hel inh: . | IDE act: -1

mol: COc1ccc(-c2oc3ccc(N4CCOCC4)cc3c2C#CCO)cc1
  IMP-1 inhibitor: . | GalR3 antag: 57* | p-CIP stab down: . | CRFR2-BP antag: 4 | VIM-2 inhibitor: . | IDE cell inh: 0 | SUMO HTRF inh: . | HCV NS3 hel inh: . | IDE act: -1

mol: CCc1ccc(NC(=O)C(=O)c2ccccc2NC(C)=O)cc1
  IMP-1 inhibitor: . | GalR3 antag: -5 | p-CIP stab down: . | CRFR2-BP antag: -2 | VIM-2 inhibitor: . | IDE cell inh: 3 | SUMO HTRF inh: . | HCV NS3 hel inh: . | IDE act: -4

mol: O=C(NNc1nc2c(F)cc(F)cc2s1)C1=COCCO1
  IMP-1 inhibitor: -5.2 | GalR3 antag: -2 | p-CIP stab down: -84 | CRFR2-BP antag: -5 | VIM-2 inhibitor: -2.6 | IDE cell inh: 4 | SUMO HTRF inh: -8 | HCV NS3 hel inh: 9 | IDE act: 2

Further compounds
SMILES	IMP-1 inhibitor	GalR3 antag	p-CIP stab down	CRFR2-BP antag	VIM-2 inhibitor	IDE cell inh	SUMO HTRF inh	HCV NS3 hel inh	IDE act
COc1ccccc1NC(=O)Nc1ccnn1Cc1cccs1	-4.0	-3	-3	-13	-2.5	-3	78*	3	2
Cc1ccc(C2CC(c3ccccc3Cl)n3nc(N)nc3N2)cc1 (centres undefined)	-2.9	1	-13	-23	-1.8	0	24	-9	2
Cc1ccc(-n2c(-c3ccccc3)c[n+]3c2CCC3)cc1	-0.2	-6	-14	2	-3.5	-2	3	0	1
CCOC(=O)C(CC)/C(C)=N/NC(=O)c1ccccc1[N+](=O)[O-] (centres undefined)	-2.9	2	4	8	-3.1	-2	6	-3	4
CCOc1ccc(CCNC(=O)c2cccs2)cc1OCC	-3.3	-11	-6	5	-0.9	-2	0	-2	-4
O=C(c1ccco1)N(Cc1ccco1)Cc1cc2ccccc2[nH]c1=O	-2.2	1	6	-6	-2.3	3	5	-2	4
CCN(CC(=O)Nc1ccc(NC(C)=O)cc1)C(=O)c1ccccc1CCc1ccccc1	.	2	.	5	.	0	.	.	5
Cc1oc(-c2ccc(Cl)cc2)nc1CN1CCC(C(=O)N2CCc3ccccc3C2)CC1	-1.8	.	-11	-4	-4.0	-1	-12	-26	-4
CC(C)c1ccc(NNC(=O)C2CCC2)cc1	-1.0	2	-3	-2	-2.5	3	23	-5	4
O=C(O)CCC(=O)NNc1nc(-c2ccccc2)c2cc(Cl)ccc2n1	-1.8	-11	-19	-30	1.2	-1	-7	21	1
O=C(COC(=O)c1ccc(Cl)cc1O)NCCN1C(=O)CSC1=O	-3.5	-6	-11	-3	-2.2	3	4	13	2
O=C(Cc1ccc([N+](=O)[O-])cc1)OCc1ccc([N+](=O)[O-])cc1	-1.7	-7	-8	36	-0.8	2	-16	0	-1
COc1ccc(OC)c(N2C(=O)CC(NNC(=O)c3ccc4c(c3)OCO4)C2=O)c1 (centres undefined)	.	-5	.	0	.	1	.	.	1
C[C@@H](NC(=O)c1nc[nH]c1C(=O)OCc1ccccc1)c1ccccc1	.	-6	.	0	.	15	.	.	-9
CCOc1ccc2nc(NS(=O)(=O)Cc3ccccc3)sc2c1	-4.4	0	-8	32	-4.4	0	-6	19	1

Random excerpt: 2 records from the list
SMILES	IMP-1 inhibitor	GalR3 antag	p-CIP stab down	CRFR2-BP antag	VIM-2 inhibitor	IDE cell inh	SUMO HTRF inh	HCV NS3 hel inh	IDE act
Cc1ccc(-n2c(-c3ccccc3)c[n+]3c2CCC3)cc1	-0.2	-6	-14	2	-3.5	-2	3	0	1
O=C(NNc1nc2c(F)cc(F)cc2s1)C1=COCCO1	-5.2	-2	-84	-5	-2.6	4	-8	9	2

Going on with the list:
SMILES	IMP-1 inhibitor	GalR3 antag	p-CIP stab down	CRFR2-BP antag	VIM-2 inhibitor	IDE cell inh	SUMO HTRF inh	HCV NS3 hel inh	IDE act
Cc1ccc(-c2cc(C(=O)Nc3ccncc3)c3ccccc3n2)cc1	.	0	.	6	.	7	.	.	-4
Cc1cc(C)cc(NC(=O)Cn2c(=O)oc3cc(S(=O)(=O)N4CC(C)CC(C)C4)ccc32)c1 (centres undefined)	1.1	6	-12	6	-1.7	-1	-37	4	5
Cc1c(C(=O)O)oc2c3c(ccc12)OCCO3	-1.0	4	-8	-3	0.7	0	13	-2	-1
CN1CCN(C(=O)CN(C)S(=O)(=O)c2cc(Cl)ccc2Cl)CC1	-4.0	-4	1	2	-4.1	0	-6	-6	7
CN1CCCC(CC2c3ccccc3Sc3ccccc32)C1 (centres undefined)	.	-7	.	-14	.	9	.	.	4
CCCCn1c(N)c(N(CCC(C)C)C(=O)C2CC(=O)N(c3ccc4c(c3)OCCO4)C2)c(=O)[nH]c1=O (centres undefined)	-2.5	-2	-3	-24	-0.5	-1	-4	2	3
COC(=O)C(CC(C)C)NC(=O)c1ccc([N+](=O)[O-])c(C)c1 (centres undefined)	-0.3	-3	1	-4	-2.0	3	-6	11	-1
CCOC(=O)c1ccc(NC(=O)CN2CCN(C(=O)c3ccco3)CC2)cc1	-4.1	6	-6	-12	-4.5	6	19	4	3
COc1ccc(OC)c(S(=O)(=O)N2CCCC(C(=O)N3CCOCC3)C2)c1 (centres undefined)	-3.9	-9	-10	8	-1.2	3	-2	5	-1
Cn1cc(S(=O)(=O)N2CCCC2)cc1C(=O)O	.	-3	.	-9	.	-2	.	.	3
Cc1cc(C)c2nc(N3CCN(C(=O)c4cccs4)CC3)sc2c1	.	-4	.	8	.	9	.	.	3
Cc1cccc(Nc2ccc(NCc3ccccc3)nn2)c1	-1.8	-8	-10	-45	-0.9	-5	-4	-16	-4
CC1CC(O)(CC(O)(c2ccccc2)c2ccccc2)C(C)CN1C (centres undefined)	1.3	-3	-5	-2	3.1	4	10	7	7
O=C(Cn1cc(S(=O)(=O)N2CCN(c3ccccc3F)CC2)c2ccccc2c1=O)NCCCN1CCCCCC1	-1.0	-8	5	-82	-2.3	0	0	-45	2
COc1ccc(-c2ccc(/C=N/N3C(=O)C4C5C=CC(C6CC56)C4C3=O)o2)c([N+](=O)[O-])c1 (centres undefined)	-1.6	-11	0	-8	-2.5	-9	6	19	-1
CSc1ccccc1NC(=O)c1cccs1	-2.0	8	14	13	-4.3	11	-8	0	5
CN1CCN(CCCN(Cc2ccco2)C(=S)Nc2ccc(Cl)cc2)CC1	-3.2	-6	-6	-14	-1.3	2	20	5	1
COc1ncnc2c1N[C@@](C)(O)c1c(F)c(F)c(F)c(F)c1S2	-2.2	1	-9	-7	-2.6	0	-4	1	4
O=[N+]([O-])c1ccc2nc(CCCO)[nH]c2c1	-1.4	-1	-12	25	-1.6	-4	16	-9	.
O=C(c1ccc[nH]c1=S)N1CCN(S(=O)(=O)c2ccc(Br)cc2Cl)CC1	-4.2	-7	-2	-2	-5.0	6	6	2	-14
Cc1nc2c(=O)n(C)c(=O)n(C)c2nc1Cl	-5.1	0	-9	46	-0.1	-4	0	0	2
O=C(N/N=C\c1cc(Br)cs1)c1ccncc1	-3.2	-8	-3	-16	-3.2	-3	5	-7	1
CCCCn1c(N)c(N(CC(C)C)C(=O)CN(C)S(=O)(=O)c2ccc(NC(C)=O)cc2)c(=O)[nH]c1=O	.	0	.	-2	.	1	.	.	1
Cn1cnc2c(N/N=C/c3cccs3)ncnc21	-3.4	1	-7	-4	-4.7	-4	5	-3	.

3 entries out of the list, arranged by count of non-hydrogen atoms, descending.
SMILES	IMP-1 inhibitor	GalR3 antag	p-CIP stab down	CRFR2-BP antag	VIM-2 inhibitor	IDE cell inh	SUMO HTRF inh	HCV NS3 hel inh	IDE act
O=C(c1ccc[nH]c1=S)N1CCN(S(=O)(=O)c2ccc(Br)cc2Cl)CC1	-4.2	-7	-2	-2	-5.0	6	6	2	-14
O=C(N/N=C\c1cc(Br)cs1)c1ccncc1	-3.2	-8	-3	-16	-3.2	-3	5	-7	1
Cc1nc2c(=O)n(C)c(=O)n(C)c2nc1Cl	-5.1	0	-9	46	-0.1	-4	0	0	2

Screens from PubChem BioAssay.
